High-throughput results (PubChem)
SUMO1 PPI mod – modulators of human SUMO1-mediated protein-protein interactions | P63165 | SUMO1 binding to a labelled peptide, TR-FRET, 1 h | inhibition, % at 20 µM | 360,000 tested, 0.33% active; in the data active = inhibition above about 37%
Target sequence (P63165 whole entry, looked up): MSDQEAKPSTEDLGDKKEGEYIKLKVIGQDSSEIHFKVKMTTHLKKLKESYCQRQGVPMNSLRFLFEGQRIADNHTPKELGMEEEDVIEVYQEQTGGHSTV
Neddylation inh – blocks human cullin neddylation; calls only at 25 µM; TR-FRET cullin neddylation, biochemical; 360,000 tested, 0.58% active; in the data active = inhibition above about 36%
Target sequence (P61081 whole entry, looked up): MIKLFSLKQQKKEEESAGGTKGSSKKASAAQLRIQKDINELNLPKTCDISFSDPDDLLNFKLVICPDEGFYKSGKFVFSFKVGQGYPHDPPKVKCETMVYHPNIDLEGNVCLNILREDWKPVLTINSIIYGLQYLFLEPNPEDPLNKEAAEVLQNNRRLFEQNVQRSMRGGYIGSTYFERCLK
Target sequence (Q13564 whole entry, looked up): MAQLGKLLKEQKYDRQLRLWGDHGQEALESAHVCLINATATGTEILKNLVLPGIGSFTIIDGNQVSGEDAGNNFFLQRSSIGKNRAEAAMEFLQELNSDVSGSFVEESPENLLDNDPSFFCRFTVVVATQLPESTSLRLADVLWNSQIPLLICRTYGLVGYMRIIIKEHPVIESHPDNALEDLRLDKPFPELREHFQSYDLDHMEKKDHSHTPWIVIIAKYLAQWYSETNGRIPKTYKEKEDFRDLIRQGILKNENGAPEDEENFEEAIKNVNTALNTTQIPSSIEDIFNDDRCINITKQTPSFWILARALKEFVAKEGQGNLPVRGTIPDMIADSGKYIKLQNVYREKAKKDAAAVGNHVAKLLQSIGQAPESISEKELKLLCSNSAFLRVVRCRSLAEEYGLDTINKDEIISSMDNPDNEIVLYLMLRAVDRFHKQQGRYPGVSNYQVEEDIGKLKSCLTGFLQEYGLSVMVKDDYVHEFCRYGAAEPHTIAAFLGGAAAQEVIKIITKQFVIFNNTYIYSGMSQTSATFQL
LMPTP block – blocks human LMPTP phosphatase. P24666. recombinant LMPTP-A, OMFP fluorogenic substrate, fluorescence intensity. inhibition, % at 20 µM. 360,000 tested, 0.22% active. AID 651560;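 active = compounds that cut the enzyme signal by at least half of the control window in the single-dose screen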;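 note: plate controls were DMSO wells with enzyme plus substrate for no effect and substrate without enzyme for full effect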
Target sequence (P24666 whole entry, looked up): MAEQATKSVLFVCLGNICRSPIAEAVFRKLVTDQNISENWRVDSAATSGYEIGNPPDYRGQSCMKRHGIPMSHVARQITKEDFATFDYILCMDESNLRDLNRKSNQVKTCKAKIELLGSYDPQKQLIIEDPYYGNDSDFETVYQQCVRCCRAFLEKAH
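material = LMPTP-A | quantity = 0.625 nM enzyme | reagent = OMFP substrate, 400 µM final | buffer or medium = Bis-Tris pH 6.0, DTT, detergent | detection = endpoint fluorescence intensity from OMFP dephosphorylation | dosing = single 20 µM dose | read-out basis = % inhibition relative to no-enzyme and uninhibited control wells | control set = no-enzyme and uninhibited controls | timing = 50 min at room temperature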
Rin1-Abl PPI inh – inhibitors of human Rin1-Abl protein interaction; P00519+Q13671; TR-FRET Rin1/Abl binding, biochemical; inhibition, % at 7.35 µM; 360,000 tested, 0.4% active; in the data active = inhibition above about 5%, passing the limit was not always enough
CSN deneddyl inh – inhibitors of human CSN-mediated cullin deneddylation; Purified CSN, SCF-Nedd8-OG deneddylation, fluorescence polarization; inhibition, % at 12.5 µM; 360,000 tested, 0.38% active; AID 651999;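 active = pattern-corrected inhibition above about 35%, with an unprinted fluorescence ratio check between 0.5 and 1.5, limit read from the data, passing the limit was not always enough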;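 note: 0% = enzyme with substrate and 100% = substrate without enzyme; some results filed as inactive read as strong as hits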
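Material: purified human Csn5 enzyme expressed in HEK293T cells / Medium: Tris buffer pH 7.5, NaCl, DTT, Tween-20, trehalose, ovalbumin / Compound dosing: 12.5 µM single point / Schedule: 90 min incubation of compound, enzyme and substrate at room temperature / Signal: fluorescence polarization of the substrate / Control set: no-enzyme wells high, enzyme-with-substrate wells low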
Scp1 inh – blocks human Scp-1 phosphatase activity | 340,000 tested, 0.88% active | Q9GZU7 | inhibition, % at 20 µM | Recombinant Scp1, phosphopeptide, malachite green phosphate absorbance;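 active = inhibition above about 50% at 20 µM, limit read from the data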;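 note: plate controls were DMSO wells with enzyme for no effect and wells lacking enzyme for full effect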
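Test system – truncated SCP-1 phosphatase (76-261aa) · Reagent – Phosphorylated 17-residue peptide substrate · Incubation – 45 min room-temperature reaction, 5 min colour, 30 min stabiliser · Detection – colorimetric phosphate reagent with accelerator and stabiliser, absorbance at 630 nm · Measure – % inhibition at 20 µM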
DNMT1 block – inhibitors of human DNMT1. P26358. DNMT1 molecular beacon, Hinp1I cleavage, fluorescence. inhibition (reported as % activation of signal), % at 10 µM. 360,000 tested, 0.83% active; in the data active = inhibition above about 50%
STEP inh – inhibitors of human striatal-enriched phosphatase STEP. P54829. recombinant STEP, OMFP fluorogenic substrate, fluorescence. inhibition, % at 20 µM. 360,000 tested, 0.25% active;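 active = inhibition at 20 µM, scaled per plate between control wells, above about 37%, limit read from the data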;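 note: 0% = DMSO with enzyme and substrate and 100% = substrate only without enzyme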
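System: STEP (striatal-enriched tyrosine phosphatase) enzyme, cell-free; medium: Bis-Tris pH 6.0 buffer with DTT, detergent; dosing: 20 µM, 1% DMSO; times: reaction 20 min, ambient temperature; detection: fluorescence, 480/540 nm; read-out basis: normalized % inhibition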
Rpn11 inh – blocks the human proteasome subunit Rpn11; O00487; 360,000 tested, 0.59% active; human 26S proteasome, Ub4-pepOG fluorescence polarization; 20S core pre-blocked with epoxomicin; calls only at 20 µM;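 active = inhibition at 20 µM, scaled to each plate's controls, above about 33%, limit read from the data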
NadD block – NadD (S. aureus) enzyme inhibition. inhibition, % at 20 µM. purified NadD enzyme, colorimetric absorbance read-out. 360,000 tested, 0.78% active. AID 602399; in the data active = inhibition above about 26%; note: some compounds past the cut are filed as inactive
The depositor's hits bear a star; i = inactive; . = no result given.

SMILES	SUMO1 PPI mod	Neddylation inh	LMPTP block	Rin1-Abl PPI inh	CSN deneddyl inh	Scp1 inh	DNMT1 block	STEP inh	Rpn11 inh	NadD block
Cn1c(CNC(=O)c2ccccc2)nnc1SCC(=O)N1CCN(c2ccccc2)CC1	-1.1	i	-0.7	-2.2	-1.2	1.4	1.3	-2.7	i	-0.1
Cc1ccc(C)c(NC(=O)C2(C)CCN2C(=O)C(C)C)c1 (stereo not drawn)	21.8	i	-1.2	-0.8	-1.7	.	5.4	-2.0	i	0.6
O=C(CCSc1ccccc1)Nc1nc2c(s1)COc1ccccc1-2	-1.5	i	-0.1	1.9	4.2	-6.0	-9.9	2.0	i	-0.3
CC(C)(C)OC(=O)N1CCNc2ccccc2C1	0.0	i	-0.6	-1.8	1.4	-4.2	1.9	4.9	i	0.6
Cc1ccc(-c2nnn(C(C)C(=O)N3c4ccccc4CCc4ccccc43)n2)cc1 (stereo not drawn)	-1.4	i	5.8	-1.3	-2.4	-16.5	-6.6	2.5	i	0.6
O=C(COC(=O)c1cc(Cl)ccc1O)NCCNC(=O)COC(=O)c1cc(Cl)ccc1O	-15.4	.	-5.0	2.3	-1.7	-0.6	2.1	-1.9	i	8.7
CC(Oc1ccc(Br)cc1)C(=O)N1CCc2ccccc21 (stereo not drawn)	-0.6	i	1.5	-3.0	5.0	3.4	-3.1	-1.5	i	-8.6
O=C(CNCC1CCCO1)Nc1ccccc1N1CCOCC1 (stereo not drawn)	-0.4	i	-1.6	-2.3	0.0	-4.1	3.2	3.2	i	13.3
Cc1nn(-c2ccccc2)c(Cl)c1/C=C/C(=O)c1ccccc1	-11.7	i	3.9	0.8	6.4	-10.4	0.8	3.5	i	-7.6
CCCc1nnc(NC(=O)CCC(=O)Nc2ccc(Br)cc2)s1	-1.1	i	-2.6	3.2	-1.8	-8.8	8.5	1.8	i	-2.9
O=C(CC(NCc1ccccn1)C(=O)O)Nc1ccccc1Cl (stereo not drawn)	0.6	i	0.8	-1.1	-6.2	-8.7	0.7	-1.8	i	5.2
CC1CCCCN1CCNC(=O)c1ccc2c(c1)N(Cc1cccc(Cl)c1)C(=O)c1ccccc1S2=O (stereo not drawn)	-4.3	i	0.8	3.9	-1.8	-3.8	-5.4	-2.7	i	-4.5
COC(=O)c1cc(OC)c(OC)cc1NCC(=O)Nc1cccc(C(F)(F)F)c1	4.2	.	1.1	-0.2	2.1	-15.3	-5.1	-1.8	i	-5.5
COc1ccc(C(=O)NCCNc2ncc(C(F)(F)F)cc2Cl)cc1[N+](=O)[O-]	-17.3	i	0.6	2.6	-0.5	-9.5	1.3	-4.7	i	6.5
O=C(NCCO)/C(=C/c1ccc2c(c1)OCO2)NC(=O)c1ccc(Br)cc1	-5.7	i	-0.6	-0.8	-0.7	-8.3	-1.3	6.8	i	1.5
Cc1ccccc1S(=O)(=O)Cc1ccc(C(=O)N2CCN(c3ccccc3F)CC2)o1	3.6	i	0.7	3.5	1.7	-1.7	1.5	0.1	i	0.4
CCCCC(=O)OCC(=O)c1[nH]c(C)c(C(=O)OCC)c1C	-2.5	i	0.8	-0.2	-4.6	-2.2	-1.4	-0.1	i	-7.3
COC(=O)c1ccccc1NC(=O)CSc1nc(C)cc(C)n1	3.4	i	-1.0	-0.4	6.1	5.3	3.3	-0.7	i	-1.7
O=C(CSc1nnc(NC2CCCCC2)s1)N1CCOCC1	0.2	i	-0.7	-0.4	-0.9	0.7	1.8	-1.3	i	8.6
CCc1cc(OCCCCNCc2ccccc2)ccc1Cl	0.3	i	-0.3	3.9	-14.9	2.6	0.6	0.9	i	-3.2
Cc1ccc(C(=O)Nc2c(C(=O)NCc3ccco3)cnn2-c2ccccc2)cc1	3.2	i	0.0	5.1	-1.5	-3.7	1.8	-0.7	i	2.3
O=c1c(S(=O)(=O)c2ccc(Cl)cc2)cn(Cc2cccc(F)c2)c2ccc(F)cc12	-1.2	i	1.1	2.3	-15.1	-2.4	-4.2	-0.4	i	13.7
CN(CC(=O)N1CCN(c2cccc(Cl)c2)CC1)S(=O)(=O)c1cnc[nH]1	-2.4	i	-1.7	3.3	1.8	-10.5	2.5	-1.1	i	-8.6
COc1ccccc1NC(=O)C1C2CCCCC21 (stereo not drawn)	1.2	i	0.0	-1.4	-2.6	2.5	1.7	1.8	i	4.3
COc1cc(/C=C2\C(=N)N3N=CSC3=NC2=O)ccc1OS(=O)(=O)c1ccccc1	18.2	i	2.1	-2.5	0.6	-6.1	0.0	0.9	i	3.1
CC(NC(=O)c1ccccc1)C(=O)NC1CCCc2ccccc21 (stereo not drawn)	6.6	i	-2.0	2.0	0.8	-2.7	-0.8	0.2	i	-4.4
CNC(=O)C1CC(=O)N(c2ccc(C)cc2)C1 (stereo not drawn)	-0.2	i	-2.3	4.4	-7.8	2.3	2.7	-6.5	i	-5.9
Cc1ccc(Oc2ccc(NC(=O)CCC(=O)OCC(=O)c3cccs3)cc2)cc1C	2.8	i	3.6	-6.4	-1.0	-21.4	-6.4	2.0	i	-1.2
CC1(C)NC(=O)N(c2ccccc2Cl)C1(C)NO (stereo not drawn)	1.9	i	-0.6	3.0	-1.3	-4.3	-0.4	-3.2	i	-3.6
Cc1ccc2c(c1)NC(=O)C(CC(=O)NCCCN1CCN(c3cc(Cl)ccc3C)CC1)O2 (stereo not drawn)	3.2	i	-0.8	3.4	-0.6	-9.7	-2.2	1.6	i	4.7
Cc1ccc(OCCC(=O)OCC(=O)NCCc2ccccc2)cc1	0.2	i	0.1	1.0	3.2	-8.3	-0.3	0.1	i	-10.3
COc1cc(C=O)ccc1OCCSc1ccc(C)cc1	0.7	i	1.2	-0.5	0.9	-8.4	-1.4	0.2	i	-7.9
CCn1cc(CCCC(=O)NCc2cccnc2)c2ccccc21	0.6	i	-0.2	1.5	-3.2	-4.0	-1.0	1.8	i	-6.3
Cn1c(=O)cc(SCC(=O)NCCCN2CCOCC2)c2ccc(Cl)cc21	2.3	i	-1.0	-39.2	4.1	5.2	1.4	1.6	i	-2.9
COc1ccc(N(CC(=O)N2CCN(Cc3ccccc3)CC2)S(C)(=O)=O)cc1OC	-2.3	i	-0.4	-1.5	2.0	-3.5	0.5	0.6	i	-5.2
COc1ccc2cc(-c3cccnc3)ncc2c1	-20.6	i	-0.1	-3.4	-2.2	-0.2	3.6	-0.8	i	-2.0

An excerpt from above in order of molecular weight, smallest number first.
SMILES	SUMO1 PPI mod	Neddylation inh	LMPTP block	Rin1-Abl PPI inh	CSN deneddyl inh	Scp1 inh	DNMT1 block	STEP inh	Rpn11 inh	NadD block
CC1(C)NC(=O)N(c2ccccc2Cl)C1(C)NO (stereo not drawn)	1.9	i	-0.6	3.0	-1.3	-4.3	-0.4	-3.2	i	-3.6
Cc1ccc(C)c(NC(=O)C2(C)CCN2C(=O)C(C)C)c1 (stereo not drawn)	21.8	i	-1.2	-0.8	-1.7	.	5.4	-2.0	i	0.6
O=C(CC(NCc1ccccn1)C(=O)O)Nc1ccccc1Cl (stereo not drawn)	0.6	i	0.8	-1.1	-6.2	-8.7	0.7	-1.8	i	5.2

More compounds follow:
SMILES	SUMO1 PPI mod	Neddylation inh	LMPTP block	Rin1-Abl PPI inh	CSN deneddyl inh	Scp1 inh	DNMT1 block	STEP inh	Rpn11 inh	NadD block
CC(C)N(C(=O)CSc1nnc(Cc2csc(Nc3ccccc3)n2)o1)C(C)C	-3.2	i	-0.5	-1.1	-2.5	2.5	-3.8	-0.9	i	-5.2
CCOC(=O)[C@]12CCCC=C1N(Cc1ccc(Cl)cc1Cl)C(=O)[C@H](CC(=O)NCCCN1CCCC1=O)C2	-3.9	i	-1.3	.	-3.8	.	.	.	.	-9.1
O=C(CNC(=O)c1ccccc1F)OCCCOC(=O)CNC(=O)c1ccccc1F	-0.3	i	0.9	-1.0	4.4	-1.2	-1.9	-1.5	i	-0.8
CS(=O)(=O)Nc1ccc(C2=NN(C(=O)c3ccco3)C(c3ccc(F)cc3)C2)cc1 (stereo not drawn)	-5.6	.	-0.3	1.4	-3.4	-6.7	-3.8	0.8	i	-0.2
CSC1=C(C#N)C(=O)NC(c2ccccc2O)S1 (stereo not drawn)	1.3	i	-2.7	-0.9	-3.3	-10.5	2.1	2.8	i	7.4
O=C(c1ccccc1)N(Cc1ccccc1)c1ccccn1	-1.1	i	-0.1	0.5	0.2	9.1	2.4	-2.1	i	0.7
CCOC(=O)C1CCN(C(=O)C(C)Sc2nnc3ccccn23)CC1 (stereo not drawn)	1.4	i	-0.9	1.3	-1.6	-3.8	0.7	-1.4	i	2.0
O=C(CN1C(=O)NC2(CCCC2)C1=O)Nc1nc(-c2ccc(F)cc2)cs1	-2.3	i	0.2	0.6	-4.2	-3.4	0.9	1.7	i	-2.7
CC(=O)c1cc(Cc2csc(C(C)=O)c2)cs1	-3.0	i	-1.2	1.5	-9.4	-6.3	3.1	-1.7	i	0.2
N#CCC(=O)Nc1ccc(C(=O)OCC(=O)Nc2ccccc2-c2ccccc2)cc1	1.9	i	-0.1	3.8	-6.1	-10.4	-5.5	-1.8	i	-2.8
Cc1ccc(C(=O)C2=C(O)C(=O)N(Cc3ccco3)C2c2cccc(Br)c2)o1 (stereo not drawn)	-2.4	i	22.1	-0.3	7.6	-4.2	-0.1	3.1	i	21.4
CN(C)c1cccc2c(S(=O)(=O)N3CCOCC3)cccc12	-16.7	.	0.5	1.3	12.0	-7.2	-25.9	1.5	i	0.4
C=CCO/N=C/C1=C(O)C(C(=O)OC)C(C)(C)CC1=O (stereo not drawn)	1.7	i	0.7	0.3	0.3	-5.0	-0.1	-3.6	i	-6.5
O=C(CN1CCN(S(=O)(=O)c2ccccc2F)CC1)Nc1ccccc1C(=O)c1ccccc1	4.9	i	3.6	0.0	6.4	-4.6	-3.5	-1.1	i	5.3
O=C(O)c1cc2n(n1)C(C(F)(F)F)CC(c1ccco1)N2 (stereo not drawn)	9.8	i	-0.8	-0.9	-5.5	5.5	10.6	3.2	i	1.8
COC(=O)c1ccc2c(=O)n(-c3ccccc3F)c(=S)[nH]c2c1	5.1	i	-2.1	0.7	-4.2	-4.7	-0.1	5.8	i	-0.7
CCOc1cccc(NC(=O)C2CC(=O)N(C)C(=Nc3cccc(F)c3)S2)c1 (stereo not drawn)	-1.6	i	2.7	0.7	0.7	-15.5	0.4	-1.7	i	-6.0
O=C(CCc1nc2ccccc2c(=O)[nH]1)NCC(=O)Nc1ccc(F)c(F)c1	5.3	i	-0.8	1.5	-1.9	-3.9	1.0	0.2	i	0.2
CCc1ccc(CNC(=O)CCCC(=O)n2nc(C)c3ccccc32)cc1	-1.7	i	0.7	-0.1	0.6	0.8	-1.7	5.2	i	-10.1
CCOc1ccc(NC(=O)C(=O)NCCN2CCN(S(=O)(=O)c3ccc(C)cc3)CC2)cc1	-2.2	i	0.2	2.6	-4.4	2.6	10.8	0.8	i	4.4
CC(=O)Nc1ccc(C(=O)NNC(=O)c2csc(N3CCOCC3)n2)cc1	-1.2	i	-0.6	-6.2	-0.9	.	1.9	-1.9	i	-0.2
